GAA glycogen = qHTS Assay for Inhibitors and Activators of Human alpha-Glucosidase Cleavage of Glycogen | Lysosomal alpha-glucosidase (Homo sapiens), P10253 | recombinant GAA, glycogen substrate, Amplex Red glucose oxidase fluorescence | Potency, µM (titrated, usually from 76.4 µM), inactives show at the top dose activity change, negative = inhibition, actives largely listed as inhibitors | 300,000 compounds, 0.38% hits; active = well fitted inhibition curve with a large enough effect; inconclusive = small, poorly fitted or top-dose-only effect, or another doubt; inactive = no such curve, though single readings can be large or run the other way;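 also: 0% = full enzyme reaction and -100% = no-enzyme basal signal; the screen sought inhibitors and activators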
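Recombinant human alpha-glucosidase (4 nM final) hydrolysed bovine liver glycogen (30 ug) for 40 min at 37 C in pH 5.0 citrate/phosphate with 0.01% Tween-20. Released glucose detected by glucose oxidase/Amplex Red, Ex 573/Em 610 nm. Compounds up to 77 uM; AC50 from Hill fits.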
* hit, by the source's call; ? = inconclusive; [ ] = dose if it differs, or a comment. Potency is read from the fitted curve at half-maximal effect. Only part of the results is shown; count on the stated rates, not on these rows.

SMILES | GAA glycogen
Cc1ccc2c(cnn2C(=O)CCC(=O)NC2CCCC2)c1 | -2%[76.3 µM]
Nc1cc(=O)[nH]c(SCCSc2ccc(F)cc2)n1 | 1%[76.3 µM]
CCc1ccc(OCC(=O)Nc2ccc3oc(=O)ccc3c2)cc1 | -1%
CCNS(=O)(=O)c1ccc(C(=O)OCc2cc(=O)oc3cc(OC)ccc23)cc1 | 8%[76.3 µM]
O=C(O)c1ccc(Nc2nc(-c3ccc([N+](=O)[O-])cc3)nc3ccccc23)cc1 | -9%
CCCCOC(=O)c1ccc(NC(=O)Cn2nnc3sc4c(c3c2=O)CCCC4)cc1 | 8%[76.3 µM]
O=S(=O)(c1ccc(Br)cc1)c1nnn2c1nc(NCCc1ccccc1)c1sccc12 | -5%[76.3 µM]
COc1ccc2nc(C)cc(NCc3cccc(C(F)(F)F)c3)c2c1 | 5%
CCc1ccc(CNc2ccc3c(c2)ncn3CC)cc1 | ?
Nn1c(SCC(=O)Nc2ccccc2Br)nnc1-c1ccco1 | 6%[76.3 µM]
Cc1ccc(-c2csc(Cc3nc(-c4ccc5c(c4)CCC(=O)N5)cs3)n2)cc1 | 6%[76.3 µM]
CC(C)(C)NC(=O)COc1ccc2oc3c(c2c1)CCCC3 | -3%
O=C(NCCN1CCCC1)c1ccc(Cl)cc1Cl | 1%[76.3 µM]
CCOc1ccc(NC(=O)c2ccc3c(SCC(=O)O)c4c(nc3c2)CCC4)cc1 | -10%[76.3 µM]
CCCCc1ccc(NC(=O)c2cc3c(=O)n4ccccc4nc3s2)cc1 | 18%[76.3 µM]
COc1cccc(C2CC(=O)N3CN(C4CCCCC4)CSC3=C2C#N)c1 (stereo not drawn) | 1%[76.3 µM]
CC(C)CN(CC(C)C)C(=O)c1cc(S(=O)(=O)N2CCCCC2)c[nH]1 | -3%[76.3 µM]
O=C(CC1CCCC1)Nc1cccc(Br)c1 | -3%
O=C(O)c1cc(-c2cccc3ccccc23)nc2ccccc12 | 4%
CCN(CC)C(=O)Cn1cc(S(=O)(=O)CC(=O)Nc2ccc(F)cc2F)c2ccccc21 | 8%[76.3 µM]
Cc1ccc2oc(C(=O)N(Cc3ccccc3)C3CCS(=O)(=O)C3)c(C)c2c1 (stereo not drawn) | 1%[76.3 µM]
O=C(CN1CCN(c2ccccn2)CC1)Nc1ccc(Br)cc1 | -1%
CCOC(=O)c1ccccc1NC(=O)CN1C(=O)CC(c2ccco2)Sc2ccccc21 (stereo not drawn) | -11%[76.3 µM]
Cc1cc(OCC(=O)Nc2sc3c(c2C(N)=O)CCCC3)ccc1C(C)C | 1%[76.3 µM]
CCC(=O)N1CCc2cc(Br)cc(S(=O)(=O)N3CCC(C(=O)NC(C)(C)C)CC3)c21 | 1%
Cc1ccc(-c2csc(=Nc3ccccc3)n2CCCO)cc1 | -24%[76.3 µM]
COCCNC(=O)C(=O)NCC(c1cccnc1)N1CCN(c2ccccc2F)CC1 (stereo not drawn) | 7%[76.3 µM]
COc1cc(OC)c(OC)cc1/C=N/Nc1ccc(Cl)nn1 | -1%
O=C(O)c1cnn(-c2ccccc2)c1-c1ccncc1 | -3%
CN(C)c1ccc(C(=S)N2CCCC2)cc1Br | 4%

Reformatted: five of the compounds above.
SMILES,GAA glycogen
CCOC(=O)c1ccccc1NC(=O)CN1C(=O)CC(c2ccco2)Sc2ccccc21 (stereo not drawn),-11%[76.3 µM]
Cc1cc(OCC(=O)Nc2sc3c(c2C(N)=O)CCCC3)ccc1C(C)C,1%[76.3 µM]
CCC(=O)N1CCc2cc(Br)cc(S(=O)(=O)N3CCC(C(=O)NC(C)(C)C)CC3)c21,1%
Cc1ccc(-c2csc(=Nc3ccccc3)n2CCCO)cc1,-24%[76.3 µM]
COCCNC(=O)C(=O)NCC(c1cccnc1)N1CCN(c2ccccc2F)CC1 (stereo not drawn),7%[76.3 µM]

Of the compounds above, these have an aryl methoxy group:
SMILES | GAA glycogen
CCNS(=O)(=O)c1ccc(C(=O)OCc2cc(=O)oc3cc(OC)ccc23)cc1 | 8%[76.3 µM]
COc1ccc2nc(C)cc(NCc3cccc(C(F)(F)F)c3)c2c1 | 5%
COc1cccc(C2CC(=O)N3CN(C4CCCCC4)CSC3=C2C#N)c1 (stereo not drawn) | 1%[76.3 µM]
COc1cc(OC)c(OC)cc1/C=N/Nc1ccc(Cl)nn1 | -1%

Additional structures follow:
SMILES | GAA glycogen
N#Cc1ccc(C(=O)OCC(=O)NC2CCCC2)cc1 | 4%
CS(=O)(=O)Nc1cccc(C2=NN(C(=O)c3ccco3)C(c3ccco3)C2)c1 (stereo not drawn) | 0%[76.3 µM]
COC(=O)c1ccc([C@@H]2Nc3c(OC)ccc(C)c3[C@@H]3C=CC[C@@H]32)cc1 | -4%[76.3 µM]
c1ccc(-c2nc(-c3cccnc3)cs2)cc1 | -7%
COc1ccc(Cl)cc1NC(=O)c1sc2nc(-c3ccc(OC)c(OC)c3)ccc2c1N | 13%[76.3 µM]
Cc1c(C(=O)Nc2cc(F)cc(F)c2)cnn1-c1ccccc1 | -12%[76.3 µM]
CSc1cccc(NC(=O)Cn2cnc(S(=O)(=O)N3CCCC3)c2)c1 | -7%[76.3 µM]
CC(C)N1CCN(C(=O)c2cccc(Cl)c2)CC1 | -4%[76.3 µM]
COCc1cc(C)nc2sc(C(=O)Nc3ccccc3O)c(N)c12 | -5%[76.3 µM]
CC(C)=CC(=O)N1CCCC(N2CCN(c3ccc(F)cc3)CC2)C1 (stereo not drawn) | 13%[76.3 µM]
COc1ccc(C2=NC3(CCCCC3)N(CC(=O)Nc3ccc(C(C)C)cc3)C2=O)cc1 | 6%[76.3 µM]
COc1cc(Cl)ccc1OCc1cc(C(=O)N2CCC(N(C)C)C2)no1 (stereo not drawn) | 3%[76.3 µM]
Cc1ccc2[nH]c3ccccc3c(=O)c2c1 | -5%
Nc1nc2ccccc2n1CCOc1ccc(F)cc1 | 4%[76.3 µM]
CCOc1ccccc1NC(=O)NC1Cc2ccccc2C1 | 3%
CN(C)S(=O)(=O)c1ccc(Cl)c(C(=O)Nc2ccc(S(=O)(=O)N3CCOCC3)cc2)c1 | -2%[76.3 µM]
NNC(=O)c1c(O)c2cccc3c2n(c1=O)CCC3 | ?
COc1cc(/C(C)=N/N2CCN(c3ccccc3OC)CC2)ccc1O | 0%[76.3 µM]
COc1cc(Cl)c(NC(=O)c2cc(S(=O)(=O)N3CCOCC3)cn2C)c(OC)c1 | 10%[76.3 µM]
Cc1cc(C)c2c(c1)c(C)cc1nnc(SCc3ccccc3C#N)n12 | 12%[76.3 µM]
CCCCOP(=O)(c1ccc(N(C)C)cc1)C(O)c1c(Cl)cccc1Cl (stereo not drawn) | -6%
O=C(NCCc1ccccc1)/C(=C\c1ccc([N+](=O)[O-])cc1)NC(=O)c1ccco1 | -9%[76.3 µM]
O=C(COc1ccc2c(c1)OCO2)Nc1cccc(F)c1 | 0%
CCCc1cc(=O)oc2c(CN3CCN(C)CC3)c(O)ccc12 | -4%
COc1ccccc1CNC(=O)C1CCC(CNS(=O)(=O)c2ccccc2)CC1 (stereo not drawn) | 3%
CC1CN(C(C)C)C(C)CC1OC(=O)c1ccccc1 (stereo not drawn) | 1%[76.3 µM]
CN(Cc1ccccc1)C1(CNC(=O)CCC(F)(F)F)Cc2ccccc2C1 | 18%[76.3 µM]
CCc1cc(C(=O)NC2CCCc3c2cnn3-c2cccc(C)c2C)n(C)n1 (stereo not drawn) | 12%[76.3 µM]
CCOc1cc(CN2CCCC(CO)(Cc3ccc(F)cc3F)C2)ccc1OC (stereo not drawn) | 6%[76.3 µM]
CCSc1nc(O)c(C(c2cccc(OC)c2)c2c(O)nc(SCC)[nH]c2=O)c(=O)[nH]1 | -11%[76.3 µM]
CCC1CN(C(=O)Nc2ccccc2C(F)(F)F)c2ccccc2O1 (stereo not drawn) | -9%[76.3 µM]
Cc1ccc(CNC(=O)CN2C(=O)CSc3ccc(S(=O)(=O)N4CCCCC4)cc32)cc1 | -2%[76.3 µM]
CCC(C(=O)Nc1ccc(C(=O)OC)cc1)n1c(=O)c(-c2ccccc2NC(C)=O)nc2ccccc21 (stereo not drawn) | 10%[76.3 µM]
COc1ccc(Cl)cc1NC(=O)Cn1nc(Cc2ccncc2)c2ccccc2c1=O | -9%[76.3 µM]
COc1ccc(Cl)cc1NS(=O)(=O)c1cccc2cccnc12 | 5%
Cc1[nH]ccc(=O)c1Cc1c(Cl)cccc1Cl | 1%
COc1cccc(N2CCN(C(=O)Cn3ncc4c5ccccc5n(C)c4c3=O)CC2)c1 | 3%[76.3 µM]
CCOc1ccc(C2/C(=C(\O)c3ccc4c(c3)OCCO4)C(=O)C(=O)N2CCN2CCOCC2)cc1OC (stereo not drawn) | -17%[76.3 µM]
CCOC(=O)N1CCN(C(=O)c2ccc3c(c2)NC(=O)/C(=C/c2ccccc2)S3)CC1 | -4%[76.3 µM]
COc1ccc(NS(=O)(=O)c2cc3c(cc2C)N(C(C)=O)CCO3)cc1OC | -17%[76.3 µM]
Cc1cccc(C)c1NC(=O)CSc1nc(-c2ccccc2)nc2c1Cc1c(CO)cnc(C)c1O2 | 2%[76.3 µM]
CC(=O)COc1ccc2cc(-c3ccccc3)c(=O)oc2c1 | 9%[76.3 µM]
COC(=O)c1c(NC(=O)COc2ccc(Cl)cc2C)sc2c1CCCCC2 | -6%[76.3 µM]
C=CCNC(=O)CN1C(=O)c2cccc3cccc1c23 | 2%[76.3 µM]
COc1ccc(S(=O)(=O)Nc2ccc(S(=O)(=O)NCC3CCCO3)cc2)cc1 (stereo not drawn) | 9%
Cc1ccc(CNC(=O)CCCn2c(=O)c3ccccc3n(Cc3ccccc3C)c2=O)cc1 | -7%[76.3 µM]
COc1cc2ccccc2cc1C(=O)Nc1ccc(C)cc1 | 0%[76.3 µM]
Cc1ccc(C)c(S(=O)(=O)N2CCCOC2CNC(=O)C(=O)NCCc2ccccc2)c1 (stereo not drawn) | -3%[76.3 µM]
O=Cc1coc2ccc3ccccc3c2c1=O | 2%[76.3 µM]
CSc1nc(=S)n(-c2cc(C)ccc2C)c(C)c1C(C)=O | -11%
Clc1ccc(OCCCNCc2ccccc2)c2ccccc12 | 8%[76.3 µM]
Nn1c(SCC(=O)Nc2ccc(S(N)(=O)=O)cc2)nnc1-c1ccco1 | -3%[76.3 µM]
COc1ccc(CNC(=O)CN(C)S(=O)(=O)c2ccc(Br)s2)cc1 | 1%
N/C(=N\OC(=O)CC1CCCCC1)c1ccc(Br)cc1 | 0%[76.3 µM]
CCn1ccnc1CN1CCC(n2nccc2NC(=O)CCc2ccccc2)CC1 | -1%[76.3 µM]
COc1ccccc1CN1CC(C(=O)NCCSc2nnnn2C)CCC1=O (stereo not drawn) | -7%[76.3 µM]
Cc1ccccc1NC(=O)[C@H](CSCc1ccccc1)N1Cc2ccccc2C1=O | 10%[76.3 µM]
Cc1ccnc(NC(=O)c2ccc([N+](=O)[O-])s2)c1 | 6%[76.3 µM]
COc1ccccc1/C=N/Nc1cc(C)nc2ccc(C)cc12 | ?
COCCNC(=S)N(CCc1c(C)[nH]c2ccc(OC)cc12)Cc1cccnc1 | -4%
Additional compounds
SMILES | GAA glycogen
COc1cc(C)cc2oc(=O)c(CC(=O)NCCc3ccc(Cl)cc3)c(C)c12 | -2%[76.3 µM]
Cc1cc(OCCn2c(CCNC(=O)C3CCCCC3)nc3ccccc32)ccc1Cl | -2%[76.3 µM]
CCOC(=O)c1cc(OC(=O)c2ccc(Cl)cc2)n(-c2ccccc2)n1 | -13%[76.3 µM]
CS(=O)(=O)N1CCCC(C(=O)Nc2cccc(F)c2)C1 (stereo not drawn) | 2%[76.3 µM]
O=C(CN1CCN(Cc2ccccc2Cl)C1=O)NCCc1ccc(Cl)cc1 | 14%[76.3 µM]
CC(c1ccccn1)N(C)C(=O)c1ccc2nc(Cc3ccccc3F)oc2c1 (stereo not drawn) | -5%[76.3 µM]
Cc1ccc(C(=O)/C=C/c2cc(C#N)n(C)c2C)cc1 | -3%
Cc1ccc(NC(=O)CCCC2CCCCC2)c(O)c1 | -17%[76.3 µM]
NC(=O)COc1ccc(C(=O)/C=C2/C(=O)Nc3ccccc32)cc1 | 4%
COc1ccccc1C(CNC(=O)CSc1ccc2ccccc2c1)N(C)C (stereo not drawn) | -1%[76.3 µM]
Oc1ccc(Nc2nc(-c3ccccc3)nc3ccccc23)cc1 | ?
CC(C)(C)C1CCc2nc(NC(=O)COc3ccccc3[N+](=O)[O-])sc2C1 (stereo not drawn) | 22%[76.3 µM]
CCOC(=O)C1C(c2ccc(O)cc2)NC(=O)NC1(O)C(F)(F)F (stereo not drawn) | 1%[76.3 µM]
O=C(CN1CCC(NC(=O)Nc2ccc(F)cc2)CC1)Nc1ccccc1[N+](=O)[O-] | 0%
COc1cccc(C2N(Cc3ccccc3)C(=O)C2(F)F)c1OC (stereo not drawn) | -6%

Filtered by structure, those above containing an NH in an aromatic ring
SMILES | GAA glycogen
Nc1cc(=O)[nH]c(SCCSc2ccc(F)cc2)n1 | 1%[76.3 µM]
CC(C)CN(CC(C)C)C(=O)c1cc(S(=O)(=O)N2CCCCC2)c[nH]1 | -3%[76.3 µM]
Cc1ccc2[nH]c3ccccc3c(=O)c2c1 | -5%
CCSc1nc(O)c(C(c2cccc(OC)c2)c2c(O)nc(SCC)[nH]c2=O)c(=O)[nH]1 | -11%[76.3 µM]
Cc1[nH]ccc(=O)c1Cc1c(Cl)cccc1Cl | 1%
COCCNC(=S)N(CCc1c(C)[nH]c2ccc(OC)cc12)Cc1cccnc1 | -4%
